# inhibitors of VEEV: inhibitors of VEEV TC-83 cytopathic effect, confirmation, Vero cells (AID 588727) | Vero cells, VEEV TC-83 cytopathic effect inhibition; higher % means a stronger effect | 350,000 compounds, 0.13% hits | inhibition, % at 20 µM, or IC50 in µM where a hit was titrated; in the data active = a potency from the dose series; inconclusive = inhibition mostly from about 14% at the one dose, without a potency; inactive = the rest, 99 in 100 with inhibition below about 12%; note: strong numbers were not always called active
# tuberculosis growth: growth inhibition of non-replicating M. tuberculosis (AID 488890). Mycobacterium tuberculosis non-replicating, growth inhibition; higher % means a stronger effect. inhibition, % at 25 µM, or IC50 in µM where a hit was titrated. 320,000 compounds, 0.39% hits; in the data active = a potency from the dose series; inconclusive = inhibition mostly from about 82% at the one dose, without a potency; inactive = the rest, 99 in 100 with inhibition below about 76%;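 note: plate controls were DMSO cells for no effect and high antibiotic wells for full effect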
# PhoP GFP inhibition: PhoP regulon inhibitors, Salmonella typhi PhoP promoter GFP reporter, confirmatory (AID 1850) | Salmonella Typhi PhoP-promoter GFP reporter, fluorescence, 4 h; higher % means a stronger effect | one-dose inhibition, % at 50 µM; IC50 in µM for titrated hits | 310,000 compounds, 0.33% hits; in the data active = a potency from the dose series; inconclusive = inhibition mostly from about 25% at the one dose, without a potency; inactive = the rest, 99 in 100 with inhibition below about 19%;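 note: 0% = induced wells with vehicle and 100% = uninduced wells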
# H37Rv inhibition: M. tuberculosis growth inhibition, HTS (AID 449762). one-dose inhibition, % at 25 µM; IC50 in µM for titrated hits. 330,000 compounds, 0.59% hits. M. tuberculosis H37Rv growth inhibition, 7H9 media; higher % means a stronger effect; in the data active = a potency from the dose series; inconclusive = inhibition above about 70% without an active follow-up result;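 note: bacterial growth assessed after seven days of incubation; strong numbers were not always called active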
# influenza NS1A: NS1A inhibition, H1N1 influenza, cell based functional assay (AID 504329); NS1A functional cell-based assay, percent inhibition; higher % means a stronger effect; inhibition, % at 12.5 µM, or IC50 in µM where a hit was titrated; 340,000 compounds, 0.3% hits; in the data active = a potency from the dose series; inconclusive = inhibition above about 27% without an active follow-up result; note: strong numbers were not always called active
# inhibitors of VEEV 10K pilot screen: further read-out of inhibitors of VEEV, marked with its call; inhibition, %; measured here: 10K pilot screen inhibition
# Starred values were filed as active, the others as inactive; i = inactive; u = inconclusive; x = no result given.
SMILES,inhibitors of VEEV,tuberculosis growth,PhoP GFP inhibition,H37Rv inhibition,influenza NS1A,others
COCC(=O)Nc1cc(C(=O)NCCc2ccccc2)ccc1Cl,0.6%,-7%,-5%,4%,-10%,
O=C(CCCCCNC(=S)Nc1ccccc1)C[N+](=O)[O-],0.3%,-10%,0%,1%,0%,
O=C(CCSc1nnc(-c2ccco2)o1)N1CCOCC1,1.5%,76%,1%,-1%,-9%,
CCOc1ccc2nc(N(CCN(CC)CC)C(=O)/C=C/c3cccs3)sc2c1,1.6%,13%,4%,7%,4%,
COc1ccc(OC)c(CN2CCC(C(=O)N3CCN(c4ccccc4F)CC3)CC2)c1,i,30%,1%,-1%,1%,
CC(C)CCNC(=O)C(c1ccncc1)N(CC1CCCO1)C(=O)Cn1nnc(-c2ccc(F)cc2)n1 (configuration not stated),1.0%,15%,-6%,5%,-1%,
CCOC(=O)Cn1c(S(=O)(=O)Cc2ccc(Cl)cc2)nc(-c2ccccc2)c1-c1ccccc1,i,2%,0%,1%,-6%,
O=C(CSc1ccccn1)Nc1ccc(Cl)c([N+](=O)[O-])c1,1.6%,75%,-13%,1%,0%,
O=C1S/C(=C/c2ccccc2)C(=O)N1CC(O)Cn1c2ccccc2c2ccccc21 (configuration not stated),0.2%,-3%,-9%,0%,1%,
COc1ccc(S(=O)(=O)Nc2c(C)nn(C)c2C)cc1Br,0.3%,1%,x,-3%,-3%,
CN(C)NC(=S)Nc1cccc(C(F)(F)F)c1,i,u,5%,u,-3%,
CC(C)CC(NC(=O)CC12CC3CC(CC(C3)C1)C2)C(=O)NC1=NCCS1 (configuration not stated),0.2%,60%,8%,2%,-4%,
CC(C)OC(=O)n1c(=S)oc2ccccc21,0.9%,u,-8%,2%,-8%,
O=S1(=O)CCC(NC(=S)SCCOc2ccccc2)C1 (configuration not stated),23%,u,13%,5%,-5%,
O=C(NCc1ccc(/C=c2\sc3n(c2=O)CCN=3)o1)C(=O)Nc1ccccc1,x,19%,-16%,7%,x,
Nc1cc(=O)[nH]c(SCC(=O)Nc2ccc(S(=O)(=O)N3CCCCC3)cc2)n1,0.2%,3%,4%,-1%,5%,inhibitors of VEEV 10K pilot screen=1.3
Cc1cccc(N2C(=O)SC(SC(=Nc3ccccc3)Nc3ccccc3)C2=O)c1 (configuration not stated),i,35%,-15%,3%,3%,
Cc1ccc(C(=O)Nc2ccc3cn[nH]c3c2)cc1S(=O)(=O)N1CCOCC1,3.2%,7%,1%,-5%,-4%,
COc1cccc(CC2(CO)CCN(Cc3cnc(-c4cccc(C)c4)nc3)CC2)c1,5.2%,50%,0%,u,-1%,
CCn1c(O)c(/C=C2\C=Nc3ccccc32)sc1=Nc1ccccc1,6.8%,-2%,-11%,-2%,-3%,
Cn1cccc1C(=O)C(=O)Nc1ccc(F)c(F)c1,1.3%,4%,-4%,1%,-1%,
Cc1cc2nc(-c3cc(N4CCOCC4)ccc3[N+](=O)[O-])ccn2n1,0.1%,6%,6%,-6%,14%,
Cc1ccc(O)c(C2=Nc3ccccc3N=C(c3cccc([N+](=O)[O-])c3)C2)c1,0.1%,6%,-7%,4%,5%,
CN(C)/C=C/C(=O)c1cnc(-c2ccccn2)s1,0.5%,2%,15%,-2%,-6%,
CCC(CC)C(=O)NCCCCc1ccccc1,i,53%,-3%,2%,2%,
O=C(c1ccc(F)cc1)N1CCC(O)(c2cccnc2)CC1,2.1%,-1%,4%,-6%,-1%,
CCN(CC)c1ccc(NC(=S)NC(=O)c2cccs2)cc1,4.0%,u,7%,6%,21%,
CC1c2ccccc2N(S(=O)(=O)c2ccccc2)C1C (configuration not stated),i,x,x,x,-27%,
O=C(CCN1C(=O)C2C3C=CC(C3)C2C1=O)Nc1ccccn1 (configuration not stated),1.4%,3%,5%,-5%,8%,
CCN(CCCNC(=O)CC(C(=O)N1CCc2ccccc21)n1ccnc1)c1cccc(C)c1 (configuration not stated),2.2%,7%,-3%,0%,4%,
CN1CCN(C(=O)C2=C[C@H](c3ccc4c(c3)OCO4)C[C@H](OCc3ccc(CO)cc3)O2)CC1,1.4%,-3%,-2%,0%,2%,
O=C(Nc1ccc2c(c1)C(=O)OC2)c1ccc(C(F)(F)F)cc1,i,-11%,7%,-5%,11%,
CC(C)(C)C(=O)OCc1nc(-c2ccc(Cl)cc2)cs1,8.6%,18%,5%,-8%,-3%,
O=C1N/C(=N/Nc2ccccc2)S/C1=C\c1ccccc1,5.0%,18%,-30%,u,12%,
Cc1ccc(Cl)cc1NC(=O)CN1CCN(S(=O)(=O)N2CCOCC2)CC1,0.5%,-6%,-12%,92%,8%,
CCCN(CCC)CCOc1cc(C)ccc1C(C)C,i,74%,8%,-8%,-1%,
O=C(COC(=O)c1cc[n+]([O-])cc1)Nc1ccc(Cl)cc1Cl,2.4%,1%,x,3%,-6%,
Cc1cccc(NC(=O)/C(C#N)=C/c2cccc([N+](=O)[O-])c2)n1,1.8%,11%,0%,-8%,-4%,
c1cncc(-c2nc(-c3cccs3)cs2)c1,5.7%,-3%,-1%,7%,-10%,
Cc1cc(Nc2cc(Cl)nc(Sc3ccc(NC(=O)C4CC4)cc3)n2)n[nH]1,9.9%,-4%,-31%,26µM*,-1%,inhibitors of VEEV 10K pilot screen=12
COc1ccc(CCNc2ccc(C(CC(N)=O)NC(=O)Cc3cccc4ccccc34)cc2[N+](=O)[O-])cc1 (configuration not stated),0.1%,-6%,23%,4%,3%,
Cc1onc(-c2c(F)cccc2Cl)c1C(=O)Nc1nnc(C(F)(F)F)s1,4.3%,71%,-6%,-9%,21%,
COc1ccc(NC(=O)/C=C/c2cccc(F)c2)cn1,0.0%,39%,2%,-2%,3%,inhibitors of VEEV 10K pilot screen=1.9
COCCN(C(=O)CCl)C(C(=O)NC1CCCCC1)c1ccccc1C (configuration not stated),u,76%,-4%,-5%,20%,
CCCCn1c(=S)[nH]c2cc(S(=O)(=O)N3CCCCC3)ccc21,1.2%,-10%,-9%,1%,-4%,
CCn1cc([N+](=O)[O-])c(C(=O)N2N=C(c3ccccc3)CC2c2ccc([N+](=O)[O-])cc2)n1 (configuration not stated),8.1%,20%,1%,2%,12%,
CNC(=S)N(C)[C@H]1c2c(ccc3ccccc23)OC[C@H]1CO,5.2%,-6%,4%,-4%,-3%,
Cc1ccc(CSCC(=O)NN=C2CCN(C)CC2)cc1,0.7%,10%,-3%,2%,-2%,
CC(C)C[C@H](NC(=O)c1nc[nH]c1C(=O)NCc1ccccc1)C(=O)OC(C)(C)C,i,54%,-3%,0%,-10%,
O=C(CSc1nc(=O)n(CCN2CCOCC2)c2c1CCC2)Nc1ccc(OC(F)(F)F)cc1,6.7%,38%,6%,17%,-7%,

# (more compounds)
SMILES,inhibitors of VEEV,tuberculosis growth,PhoP GFP inhibition,H37Rv inhibition,influenza NS1A,others
O=C(Nc1ccccc1C(F)(F)F)c1c(F)cccc1Cl,0.3%,1%,-6%,-2%,7%,inhibitors of VEEV 10K pilot screen=0.5
N#CC(C#N)=Cc1cccn1-c1ccc(S(N)(=O)=O)cc1,1.4%,9%,6%,-1%,3%,
COc1ccc(CCNC(=O)Cn2nnc(-c3ccc(N4CCOCC4)cc3)n2)cc1OC,2.0%,-12%,-8%,-14%,6%,
CCOC(=O)C1=C(COC(=O)COc2ccccc2OCC)NC(=O)NC1C (configuration not stated),1.0%,-4%,-1%,-2%,-6%,
CCN1CCc2nc3ccccc3c(C(=O)Nc3ccc(NC(C)=O)cc3)c2C1,2.1%,0%,4%,6%,7%,
CCN(Cc1nc(-c2cccc(Cl)c2)no1)CC1CCCO1 (configuration not stated),4.6%,2%,5%,-2%,-6%,
Cc1ccc(C(=O)NC2CC(C)(C)NC(C)(C)C2)cc1S(=O)(=O)N1CCOCC1,1.9%,x,x,x,2%,
S=c1[nH]c2ccccc2n1Cc1ccccc1,3.7%,1%,1%,-2%,-15%,
COc1ccc(N(CC(=O)Nc2cccc(C(C)=O)c2)S(=O)(=O)c2ccc(NC(C)=O)cc2)cc1,8.5%,25%,-1%,0%,21%,
Cc1nc2sc(C(c3ccco3)N3CCC(Cc4ccccc4)CC3)c(O)n2n1 (configuration not stated),0.9%,73%,6%,3%,10%,inhibitors of VEEV 10K pilot screen=0.0
Cc1cc(C(=O)COC(=O)C2=NNC(=O)CC2)c(C)n1-c1ccccc1,2.2%,2%,-8%,1%,1%,
CCC1(c2ccccc2)NC(=O)N(CC(=O)Nc2ccc(N3CCOCC3)cc2)C1=O (configuration not stated),0.7%,-3%,x,4%,-10%,
C/C=C(\C)CN1CCN(c2ccccc2F)CC1,0.4%,-8%,-6%,-15%,-4%,
CC(CC#CCN1CCOCC1)OCCC#N (configuration not stated),0.5%,1%,2%,-10%,-11%,
N=C1SCC(=O)N1c1ccc(Cl)cc1,1.5%,22%,2%,7%,-6%,
CCc1ccccc1NC(=O)NCc1ccc2c(c1)OCO2,1.2%,22%,4%,9%,-26%,
O=c1nc2n(c3ncccc13)CCCCC2,0.3%,-18%,-5%,-14%,-2%,
O=C(COc1cccc(-n2cnnn2)c1)NCCC1=CCCCC1,0.5%,35%,-7%,-6%,8%,
CC1CCN(CCOCCOc2ccccc2Br)CC1,4.7%,7%,-10%,1%,-11%,
CC(=O)c1cccc(N2C(=O)Nc3ccccc3N2O)c1,0.9%,8%,-5%,-3%,-3%,

# Next section, overlapping the part above by three compounds.
SMILES,inhibitors of VEEV,tuberculosis growth,PhoP GFP inhibition,H37Rv inhibition,influenza NS1A,others
O=C(COc1cccc(-n2cnnn2)c1)NCCC1=CCCCC1,0.5%,35%,-7%,-6%,8%,
CC1CCN(CCOCCOc2ccccc2Br)CC1,4.7%,7%,-10%,1%,-11%,
CC(=O)c1cccc(N2C(=O)Nc3ccccc3N2O)c1,0.9%,8%,-5%,-3%,-3%,
COc1ccc(/C=C/C(=O)c2ccc[nH]2)cc1OC,3.9%,2%,2%,-3%,0%,
Cc1cc(Oc2ccccc2)nc(-c2ccccc2O)n1,1.4%,12%,9%,9%,-4%,
Cc1ccccc1SCC(=O)NCC(c1ccc(F)cc1)N1CCOCC1 (configuration not stated),4.0%,-9%,x,-4%,-10%,
O=C(CSc1nc(C2CC2)nc2ccccc12)N1CCc2ccccc21,0.5%,x,x,x,-9%,
CCCCOP(=O)(c1ccc(N(C)C)cc1)C(O)c1ccc(OC)cc1 (configuration not stated),0.2%,-5%,-5%,6%,-9%,
CCN(CC)C(=O)N1c2ccccc2CC(N(CC)CC)c2ccccc21 (configuration not stated),i,23%,1%,-4%,-11%,
CC(C)(C)N(Cc1ccccc1)C(=O)COC(=O)c1ccc(N2CCCC2=O)cc1,i,11%,x,-10%,-2%,
Cc1ccc(S(=O)(=O)N(C)C)cc1NC(=O)c1cc(S(=O)(=O)N2CCCCC2)ccc1N1CCOCC1,0.4%,x,x,x,-8%,
CC(C)OCCCN1CC(=O)N2C(c3ccccc3)c3[nH]c4ccccc4c3C[C@H]2C1=O (some centres not stated),i,13%,-8%,1%,-1%,
CC(C)NC(=O)CC(=O)N/N=C/c1c(F)cccc1Cl,1.6%,-6%,4%,-1%,3%,inhibitors of VEEV 10K pilot screen=0.8

# 4 entries drawn at random from the list so far, as already listed:
SMILES,inhibitors of VEEV,tuberculosis growth,PhoP GFP inhibition,H37Rv inhibition,influenza NS1A,others
COc1ccc(/C=C/C(=O)c2ccc[nH]2)cc1OC,3.9%,2%,2%,-3%,0%,
CCCCOP(=O)(c1ccc(N(C)C)cc1)C(O)c1ccc(OC)cc1 (configuration not stated),0.2%,-5%,-5%,6%,-9%,
CC(C)NC(=O)CC(=O)N/N=C/c1c(F)cccc1Cl,1.6%,-6%,4%,-1%,3%,inhibitors of VEEV 10K pilot screen=0.8
CCN(CC)C(=O)N1c2ccccc2CC(N(CC)CC)c2ccccc21 (configuration not stated),i,23%,1%,-4%,-11%,

# Additional compounds.
SMILES,inhibitors of VEEV,tuberculosis growth,PhoP GFP inhibition,H37Rv inhibition,influenza NS1A,others
Cc1oc(-c2cccc(F)c2)nc1CN1CCCCC1CCc1ccccn1 (configuration not stated),i,17%,-7%,0%,-4%,
COCCOC(=O)c1[nH]c2c(c1C)C(=O)CC(c1cccs1)C2 (configuration not stated),8.5%,x,x,x,14%,
COc1ccc(N2CCN(c3cc(C)c4ccc(O)cc4n3)CC2)cc1,2.4%,x,30%,3%,1%,
Cc1cccnc1NC(=O)C1CCN(S(=O)(=O)c2ccc3ccccc3c2)CC1,3.4%,18%,4%,-1%,-2%,
COc1ccc(NC(=O)CNc2ccccc2C(C)=O)cc1S(=O)(=O)N1CCOCC1,4.4%,10%,x,1%,-6%,
Cn1nc(C(F)(F)F)cc1-c1ccc(/C=C(\C#N)C(=O)c2cccc(C(F)(F)F)c2)s1,i,23%,-8%,14%,x,

# Source: PubChem
